Screening results (PubChem BioAssay)
GLS inhibitor: glutaminase GLS (human) inhibition | 0.21% of 410,000 active | AID 624170 | GLS enzymatic activity, qHTS titration | Potency, µM (doses to about 45.5 µM), for inactives: at the top dose activity change, negative = inhibition, most hits filed as inhibitors; note: potency is the fitted concentration of half-maximal effect
Target sequence (O94925 whole entry, looked up): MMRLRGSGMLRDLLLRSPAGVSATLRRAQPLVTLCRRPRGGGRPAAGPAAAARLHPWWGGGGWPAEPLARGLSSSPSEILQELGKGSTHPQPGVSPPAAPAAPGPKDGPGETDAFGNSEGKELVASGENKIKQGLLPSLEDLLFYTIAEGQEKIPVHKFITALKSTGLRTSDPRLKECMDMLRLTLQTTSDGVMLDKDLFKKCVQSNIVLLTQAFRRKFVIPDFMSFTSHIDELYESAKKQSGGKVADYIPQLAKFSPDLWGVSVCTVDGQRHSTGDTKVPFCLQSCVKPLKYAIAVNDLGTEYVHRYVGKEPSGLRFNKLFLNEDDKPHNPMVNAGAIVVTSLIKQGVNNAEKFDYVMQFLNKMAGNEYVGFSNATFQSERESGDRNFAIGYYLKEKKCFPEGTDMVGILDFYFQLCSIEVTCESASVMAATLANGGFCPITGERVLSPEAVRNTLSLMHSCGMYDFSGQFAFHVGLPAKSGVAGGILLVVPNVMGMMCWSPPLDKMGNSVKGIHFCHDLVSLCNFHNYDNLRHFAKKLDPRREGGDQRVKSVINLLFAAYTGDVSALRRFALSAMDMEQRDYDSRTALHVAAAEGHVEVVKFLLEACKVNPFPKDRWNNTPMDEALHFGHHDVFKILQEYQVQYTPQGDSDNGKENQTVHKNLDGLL
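Human kidney-isoform GLS in 45 mM KH2PO4 pH 8.2, 0.02% Tween-20, with compound, started with 1mM L-Glutamine (added stock). Glutamate oxidase/HRP/Amplex red coupled fluorescence read at start and after 30 min at RT.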
PI4K2A block: blocks human PI4K2A kinase activity. purified PI4K2A, ADP-Glo luminescence, 1 h; stronger effect = lower value. activity change, negative = inhibition, % at 76.9 µM. 0.13% of 420,000 active; in the data active = activity change below about -50%; inconclusive = mostly about -30% to -49%;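 note: -100% = wells without enzyme as full effect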
Target sequence (Q9BTU6 whole entry, looked up): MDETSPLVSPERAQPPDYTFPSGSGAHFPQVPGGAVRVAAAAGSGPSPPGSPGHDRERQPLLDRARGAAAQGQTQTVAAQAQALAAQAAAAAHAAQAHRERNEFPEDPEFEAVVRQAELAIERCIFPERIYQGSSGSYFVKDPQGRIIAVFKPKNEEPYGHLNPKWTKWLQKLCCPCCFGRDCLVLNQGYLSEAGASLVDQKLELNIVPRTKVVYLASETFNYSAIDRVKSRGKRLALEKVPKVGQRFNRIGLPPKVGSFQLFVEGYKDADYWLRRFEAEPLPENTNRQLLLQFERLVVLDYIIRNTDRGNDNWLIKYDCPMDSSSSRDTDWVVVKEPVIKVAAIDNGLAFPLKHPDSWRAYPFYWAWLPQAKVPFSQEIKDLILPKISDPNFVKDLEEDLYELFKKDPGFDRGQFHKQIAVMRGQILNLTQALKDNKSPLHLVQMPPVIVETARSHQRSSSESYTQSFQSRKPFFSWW
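In this quantitative HTS, ADP production by PI4K2A was quantified luminescently after 1 h at ambient temperature; 100 microM adenosine served as plate-quality control.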
PGK inhibitor: T. brucei PGK inhibition. P07378. PGK/GAPDH coupled, Kinase-Glo luminescence, 60 min. Potency, µM (series often up to 57.5 µM), inactives show at the top dose activity change, negative = inhibition, most hits filed as inhibitors. 0.043% of 380,000 active; note: potency is the fitted concentration of half-maximal effect; nearly all actives have a fitted effect of over 60% in size
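Luminescent ATP detection (Kinase-Glo Plus) follows a 60-minute room-temperature incubation, with wells lacking PGK as controls. Buffer: 100 mM TEA (pH 7.6), 5 mM MgCl2, 0.01% Tween-20. Coupling enzyme GAPDH (100 nM final) supplies unstable 1,3-BPG in-well.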
* marks the source's active call; other numbers are inactive results; i = inactive; ? = inconclusive. Unless noted, calls come from the whole dose curve; as a rule, active = well fitted curve in the direction sought with a large enough effect; inconclusive = small, poorly fitted or top-dose-only effect, or another doubt; inactive = no such curve, though single readings can be large; an effect the other way counts as inactive or inconclusive. Unless noted, % is set by controls: 0 for no effect and ±100 for the full control effect. Not all compounds are listed; rates above refer to the full screens.

PGK inhibitor	GLS inhibitor	PI4K2A block	Molecule
1.1%	6.7%	-0.1	CC1(C)Oc2cc3oc(C(=O)O)cc(=O)c3cc2-c2ccccc21
-5.0%	6.3%	-2.7	CC(=O)N1C[C@H]2CON(C)[C@H]2C[C@H]1c1ccc(-c2ccccc2)cc1
-6.6%	-0.1%	0.5	Cc1ccc(S(=O)(=O)N2CCC(C(=O)N3CCN(c4ccccn4)CC3)CC2)cc1C
i	-6.3%	5.4	COc1ccc2c(Cl)cc(NC(=O)Nc3c(C)cccc3C)nc2c1
4.3%	10.6%	-20.4	C[C@H](O)[C@@H]1C(=O)N2CCc3c([nH]c4ccccc34)[C@@H]2C[C@@H]1N(C)C(=O)Nc1ccccc1
-7.6%	4.5%	-2.5	CCN(CC)C(=O)C1=C(C)N(CCC2=CCCCC2)C(=O)C(CC(=O)NCCN2CCOCC2)C1 (centres undefined)
8.4%	6.8%	3.0	CCn1c(=O)c2[nH]c(Cl)nc2n(CC)c1=O
-7.1%	14.0%	-6.1	COc1ccc(NC(=O)CNc2ccc(OC)c(S(=O)(=O)N3CCOCC3)c2)cc1
-4.4%	10.2%	-18.1	CN(N=Cc1ccccc1O)c1ccc2ccccc2n1
-6.1%	-1.1%	-7.8	Cc1nc(-c2cccc(NC(=O)c3ccc(Cl)c(S(=O)(=O)N4CCCC4)c3)c2)cs1
0.4%	4.6%	-0.1	CC1CCN(C(=O)c2ccc3c(c2)C(=O)c2ccccc2-3)CC1
-4.0%	-18.4%	4.4	CSc1nnc2sc3cc(C)ccc3n12
3.4%	12.6%	0.0	COC(=O)C[C@@H]1C[C@H]2c3cc(NS(=O)(=O)c4ccccc4)ccc3O[C@H]2[C@@H](CO)O1
-2.5%	-9.3%	0.1	COc1cccc(S(=O)(=O)N(C)C[C@H]2OCc3cnnn3CCCC(=O)N([C@H](C)CO)C[C@@H]2C)c1
-2.8%	5.3%	-0.4	C[C@H](CO)N1C[C@H](C)[C@@H](CN(C)Cc2ccc3c(c2)OCO3)OCc2cnnn2CCCC1=O
-2.6%	3.1%	-8.6	CC(C)(C)OC(=O)NCCCCCNC(=O)c1[nH]cnc1C(=O)Nc1cc(Br)ccc1F
0.1%	-3.9%	-0.1	COc1ccc(CNC(=O)O[C@H]2CN(C(=O)OC(C)C)N(C(=O)OC(C)C)[C@@H]3CN(S(=O)(=O)c4ccc(C)cc4)C[C@]23O)cc1OC
4.9%	4.8%	1.2	O=C1NN=C2CCCCCCCCCCC12 (centres undefined)
3.3%	6.7%	-5.1	CCCCCCn1c(SCC(=O)NC2CCS(=O)(=O)C2)nc2ccccc2c1=O (centres undefined)
2.5%	-0.4%	-0.4	COc1cccc(CNC(=O)COC(=O)c2ccc(N3CCCC3=O)cc2)c1
-3.4%	-3.2%	-2.0	COc1ccc([C@H]2C[C@H](n3cc(-c4ccc(F)cc4)nn3)[C@@H](O)CN2CC2CCCCC2)cc1
-1.2%	-1.2%	5.2	C[C@@H]1ON(C)[C@H]2C[C@H]3c4[nH]c5ccc(-c6ccc7c(c6)OCO7)cc5c4CCN3C[C@@H]12
2.6%	11.8%	-5.8	O=C(Nc1ccc(S(=O)(=O)Nc2ncccn2)cc1)c1cccc([N+](=O)[O-])c1
-4.6%	11.8%	4.8	Oc1c(C(c2ccccc2)N2CCCCC2)ccc2ccccc12 (centres undefined)
8.2%	-4.3%	3.4	Cc1cccc(C#CC2=CC(=O)CC(C)(C)C2)c1
-5.7%	-4.0%	1.3	CC1(C)CC(=O)C=C(c2ccc(Oc3ccccc3)cc2)C1=O
i	-6.5%	-1.5	CCCCCCNC(=O)O[C@H]1Cn2c(=O)n(CCCCCC)c(=O)n2[C@@H]2CN(S(=O)(=O)c3ccc(C)cc3)C[C@]12O
-3.7%	-1.7%	0.8	N#Cc1cnn2c(=O)[nH]cnc12
0.0%	-7.8%	-1.1	O[C@H]1CN(CC2CCCCC2)[C@@H](c2ccc(Cl)cc2)C[C@@H]1n1cc(-c2ccc(F)cc2)nn1
6.1%	19.6%	-1.6	C[C@H](O)[C@@H]1C(=O)N2CCc3ccc(N4CCN(C)CC4)cc3[C@@H]2C[C@@H]1N(C)C(=O)c1cccnc1
0.5%	0.1%	-0.1	CNC(=O)C[C@H]1C(=O)N(c2ccc(OC)cc2)C[C@@H]1CSC
4.2%	-0.2%	5.5	Cc1ccc(S(=O)(=O)N2CCC(C(=O)NCCN3CCOCC3)CC2)cc1
-0.7%	-2.1%	-7.7	CC(C)C1C(=O)N(Cc2cn(Cc3ccco3)nn2)CCS(=O)(=O)N1Cc1ccc(-c2ccc(F)cc2)cc1 (centres undefined)
-6.3%	-0.5%	1.8	O=C(CCN1CCCCC1)Nc1ccc(F)c(F)c1
i	-4.0%	1.0	c1ccc(NN=C(c2ccccc2)c2cccs2)cc1
4.4%	-1.4%	-3.8	O=C(CC1CC1)Nc1ccc2c(c1)[C@H]1C[C@H](CC(=O)N3CCc4ccccc4C3)O[C@@H](CO)[C@H]1O2
-3.0%	8.8%	3.2	O=S(=O)(NN=C(c1ccccc1)c1ccccc1)c1ccccc1
5.0%	-1.6%	-2.3	CCOc1ccccc1OCCCC(=O)N1CCN(S(=O)(=O)c2ccccc2C#N)CC1
-1.2%	-0.7%	-3.4	O=C(Nc1ccnn1C1CCN(Cc2ccc(CO)o2)CC1)c1cccc(F)c1
-4.9%	-0.5%	-4.5	CSc1ccccc1C(=O)OCC(=O)Nc1c(C)n(C)n(-c2ccccc2)c1=O
i	-0.2%	-2.5	Cc1ccc(-c2ccc(C3=CC(=O)CC(C)(C)C3=O)cc2)cc1
-8.8%	-2.9%	2.0	Cc1ccc(N(C)S(=O)(=O)c2cccc(C(=O)OCC(=O)N(C)Cc3ccccc3)c2)cc1
?	-1.6%	-1.3	O=C(NCCN1CCOCC1)c1ccc2c(c1)N(Cc1cccc(Cl)c1)C(=O)c1ccccc1S2(=O)=O
-3.5%	0.1%	-4.9	Cc1ccc(NC(=O)COC(=O)c2ccco2)cc1S(=O)(=O)N1CCCCC1
-6.0%	2.1%	3.0	COCc1ccc(CN2CCC(n3nccc3NC(=O)c3ccc4c(c3)OCO4)CC2)o1
-5.7%	6.2%	-1.2	CCc1ccc(-c2ccc(SCC(=O)NC3CCCC3)nn2)cc1
-5.1%	-5.7%	7.9	CC(=O)Nc1ccc(NC(=O)C2CCN(S(C)(=O)=O)CC2)cc1
7.9%	-4.3%	8.9	Clc1ccc2c(c1)-c1ccccc1C1=NCCN12
0.6%	1.6%	-13.8	C[C@H]1CN([C@@H](C)CO)C(=O)CCCn2nncc2CO[C@H]1CN(C)C(=O)Nc1cccc(Oc2ccccn2)c1
-2.6%	2.6%	4.4	Nc1cc(=O)[nH]c(SCc2ccccc2)n1
?	-11.5%	-26.5	CN(C)c1ccc2nc3ccc(=O)cc-3sc2c1
i	-1.5%	6.3	COc1ccc(NC(=O)c2c(C)noc2C)cc1S(=O)(=O)N1CCCCC1
5.9%	-0.8%	-1.4	COc1ccc(-c2cc3nc(-c4ccccc4)cc(N4CCN(C(=O)c5ccsc5)CC4)n3n2)cc1
-7.0%	-0.7%	-0.9	COc1cc(C(=O)N(C(C)C)C2CCCCC2)cc(OC)c1OC
1.7%	-0.7%	-1.0	Cc1cccc(CC(=O)NCCS(=O)(=O)N2CCN(c3ccccc3)CC2)c1
-10.4%	-2.4%	-2.0	CCCCCCN1C[C@H](n2cc(COC(=O)c3ccccc3)nn2)[C@@H](O)C[C@@H]1c1ccc(C)cc1
-1.4%	17.8%	4.6	COc1ccc(-c2ccc(CCC(=O)O)n2-c2cc(OC)ccc2OC)cc1
-9.2%	14.7%	0.5	Cc1ccccc1-c1nc(S(=O)(=O)c2ccccc2)c(NCCN2CCOCC2)o1
-4.7%	-1.5%	-4.2	Cc1cccc(S(=O)(=O)N(C)C[C@@H]2OCc3cnnn3CCCC(=O)N([C@@H](C)CO)C[C@@H]2C)c1
?	-0.9%	?	COC1=C(Br)C(=O)c2nc(C)ccc2C1=O

Three compounds out of the list above, ordered by the value under PI4K2A block, lowest first:
smiles	PI4K2A block
CC(C)C1C(=O)N(Cc2cn(Cc3ccco3)nn2)CCS(=O)(=O)N1Cc1ccc(-c2ccc(F)cc2)cc1 (centres undefined)	-7.7
COc1cc(C(=O)N(C(C)C)C2CCCCC2)cc(OC)c1OC	-0.9
COc1ccc(-c2ccc(CCC(=O)O)n2-c2cc(OC)ccc2OC)cc1	4.6

Later entries
PGK inhibitor	GLS inhibitor	PI4K2A block	Molecule
-4.8%	-5.4%	9.0	O=C(O)c1sccc1S(=O)(=O)N1CCCCC1
-16.7%	-16.3%	-4.8	CCOc1ccc(N=Cc2ccc([N+](=O)[O-])cc2)c(O)c1
-0.7%	20.4%	-6.4	C/C(NCCc1ccc(O)cc1)=C1/CCOC1=O
-10.6%	1.1%	-6.8	O=C(NCc1cccs1)c1ccc(Cl)c(S(=O)(=O)N2CCOCC2)c1
-4.4%	22.5%	-5.1	O=C1CSC(=S)N1N=Cc1c(F)cccc1Cl
-5.6%	-7.9%	7.4	O=C(NCCc1ccccc1C(F)(F)F)c1cc(COc2ccccc2)on1
-6.6%	-1.5%	-4.7	COc1cc(NC(=O)C2=C(C)OCCS2)c(Cl)cc1C(=O)NCCCN1CCCC(C)C1 (centres undefined)
i	-3.6%	-4.6	COc1ccc(Cl)cc1C(=O)NNC(=O)CCNC(=O)c1ccccc1
-0.2%	-0.9%	-13.1	C[C@H]1CN([C@@H](C)CO)C(=O)CCCn2cc(nn2)CO[C@@H]1CN(C)S(=O)(=O)c1ccc2c(c1)OCCCO2
-13.8%	?	-9.2	COc1ccc(-c2ccc(CN3C(C)C(=O)N(Cc4cn(CCC5OCCO5)nn4)CCS3(=O)=O)cc2)cc1 (centres undefined)
-3.7%	8.6%	-5.4	CC1(C)N=C(N)N=C(N)N1c1cccc(CC(=O)Nc2ccccc2)c1
-4.1%	-1.8%	-0.2	CCOC(=O)c1ccc(S(=O)(=O)N2CCC(C(=O)NCC3COc4ccccc4O3)CC2)cc1 (centres undefined)
i	-4.1%	-2.1	C=C(C)c1cccc(C(C)(C)NC(=O)N2CCN(C(=O)OCC)CC2)c1
7.1%	4.5%	-6.4	C[C@H]1CN([C@@H](C)CO)C(=O)CCCn2cc(nn2)CO[C@@H]1CN(C)C(=O)C1CCCCC1
2.2%	2.4%	-1.5	CC(C)OC(=O)N(C)C[C@H]1OCc2cnnn2CCCC(=O)N([C@H](C)CO)C[C@@H]1C
6.9%	1.7%	-5.3	CC(C)OC(=O)N(C)C[C@H]1OCc2cnnn2CCCC(=O)N([C@H](C)CO)C[C@H]1C
i	3.4%	-2.0	CCn1c(O)c(N=NC(=O)CNC(=O)c2cccnc2)c2ccccc21
0.4%	-6.9%	-3.4	CC(C)OC(=O)N(C)C[C@@H]1OCc2cn(nn2)CCCC(=O)N([C@@H](C)CO)C[C@H]1C
i	-2.4%	-3.5	CC(C)(C)C1CCNC(=O)CC1 (centres undefined)
-8.3%	-17.0%	-1.5	Cc1ccc([C@H]2C[C@@H](n3cc(-c4ccc(F)cc4)nn3)[C@H](O)CN2CC2CCCCC2)cc1
3.6%	12.2%	-1.7	O=C(NCc1ccc(F)cc1)C1CCCN1S(=O)(=O)c1ccc(F)cc1 (centres undefined)
2.5%	-2.6%	5.0	C[C@H]1CN([C@@H](C)CO)C(=O)c2cc(-c3cccc(F)c3)cnc2O[C@@H]1CN(C)S(C)(=O)=O
2.5%	17.3%	0.8	C[C@H](CO)N1C[C@H](C)[C@@H](CN(C)Cc2ccc(O)cc2)OCc2cnnn2CCCC1=O
i	-4.6%	-7.7	C[C@@H]1CCCCO[C@H](CN(C)C(=O)Nc2ccc(C(F)(F)F)cc2)[C@@H](C)CN([C@H](C)CO)C(=O)c2cc(NC(=O)c3ccncc3)ccc2O1
8.6%	-3.0%	-2.8	CC#CCN(Cc1ccco1)C(=O)C1CCC(=O)N(CCc2cccc(F)c2)C1 (centres undefined)

Filtered by structure: the entries above containing an NH in an aromatic ring (6)
PGK inhibitor	GLS inhibitor	PI4K2A block	Molecule
4.3%	10.6%	-20.4	C[C@H](O)[C@@H]1C(=O)N2CCc3c([nH]c4ccccc34)[C@@H]2C[C@@H]1N(C)C(=O)Nc1ccccc1
8.4%	6.8%	3.0	CCn1c(=O)c2[nH]c(Cl)nc2n(CC)c1=O
-2.6%	3.1%	-8.6	CC(C)(C)OC(=O)NCCCCCNC(=O)c1[nH]cnc1C(=O)Nc1cc(Br)ccc1F
-1.2%	-1.2%	5.2	C[C@@H]1ON(C)[C@H]2C[C@H]3c4[nH]c5ccc(-c6ccc7c(c6)OCO7)cc5c4CCN3C[C@@H]12
-3.7%	-1.7%	0.8	N#Cc1cnn2c(=O)[nH]cnc12
-2.6%	2.6%	4.4	Nc1cc(=O)[nH]c(SCc2ccccc2)n1

Structures shown so far that have a CF3 group (two):
PGK inhibitor	GLS inhibitor	PI4K2A block	Molecule
-5.6%	-7.9%	7.4	O=C(NCCc1ccccc1C(F)(F)F)c1cc(COc2ccccc2)on1
i	-4.6%	-7.7	C[C@@H]1CCCCO[C@H](CN(C)C(=O)Nc2ccc(C(F)(F)F)cc2)[C@@H](C)CN([C@H](C)CO)C(=O)c2cc(NC(=O)c3ccncc3)ccc2O1
